12-LOX inh: Primary qHTS assay for inhibitors of human arachidonate 12S-lipoxygenase (ALOX12): Round 2 | Polyunsaturated fatty acid lipoxygenase ALOX12 (Homo sapiens), P18054 | purified 12hLO, xylenol orange hydroperoxide absorbance | Potency, µM (highest dose often 108 µM), for the others: at the top dose activity change, negative = inhibition, actives largely listed as inhibitors | actives 1.1% (n = 580,000); active means well fitted inhibition curve with a large enough effect; inconclusive means small, poorly fitted or top-dose-only effect, or another doubt; inactive means no such curve, though single readings can be large or run the other way
Target sequence (P18054 whole entry, looked up): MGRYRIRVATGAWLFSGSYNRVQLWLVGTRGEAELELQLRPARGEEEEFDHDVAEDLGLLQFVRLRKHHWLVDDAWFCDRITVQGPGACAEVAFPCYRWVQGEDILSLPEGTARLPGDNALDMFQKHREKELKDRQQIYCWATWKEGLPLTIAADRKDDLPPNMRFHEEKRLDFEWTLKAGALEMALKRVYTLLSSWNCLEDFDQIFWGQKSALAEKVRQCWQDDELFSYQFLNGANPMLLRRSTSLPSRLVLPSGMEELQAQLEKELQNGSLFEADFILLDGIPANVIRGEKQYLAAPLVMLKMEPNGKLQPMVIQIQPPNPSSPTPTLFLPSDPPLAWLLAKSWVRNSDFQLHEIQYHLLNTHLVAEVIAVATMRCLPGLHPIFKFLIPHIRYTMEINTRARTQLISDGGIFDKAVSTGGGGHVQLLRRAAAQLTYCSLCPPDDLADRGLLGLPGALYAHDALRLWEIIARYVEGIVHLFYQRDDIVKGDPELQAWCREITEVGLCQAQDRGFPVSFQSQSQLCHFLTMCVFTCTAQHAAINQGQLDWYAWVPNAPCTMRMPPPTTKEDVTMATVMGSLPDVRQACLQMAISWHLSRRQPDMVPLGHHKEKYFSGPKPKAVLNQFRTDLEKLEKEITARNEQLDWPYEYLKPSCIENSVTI
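Purified human 12hLO at 150 nM in 25 mM Hepes, 0.01% Triton X-100, pH 7.0, preincubated 15 min at room temperature with compound. Reaction started with 40 uM arachidonic acid, 30 min at room temperature. Hydroperoxide measured by Fe-xylenol orange, 573/405 nm absorbance ratio.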
Numbers without * were called inactive; [ ] = dose if it differs, or a comment. On the % scale 0 is the no-effect control and ±100 the full control effect; potency means the concentration at half of the fitted maximal effect.

What do the screens show for `CC1CCN(C(=O)c2nn(C)c3c2CCc2sccc2-3)CC1`?
12-LOX inh: inconclusive

How did Cc1ccccc1-c1cc(O)c2c(c1)CN(C(=O)C1CCNCC1)CCO2 do in these assays?
12-LOX inh: 3%

What do the screens show for `Cc1ccc(C(=O)NCCC23CC4CC(CC(C4)C2)C3)cc1`?
12-LOX inh: 1%

What do the screens show for `CC1CCCCC1NC(=O)c1csc2ccccc12` (stereo not given)?
12-LOX inh: inconclusive

How did CCCC(=O)NCC(=O)N(CCN(C)C)Cc1ccc(Cl)cc1 do in these assays?
12-LOX inh: -30%

What do the screens show for `COC(=O)C1=CN(Cc2ccc(F)cc2)C=C(C(=O)OC)C1c1cccc(O)c1`?
12-LOX inh: -24%

What do the screens show for `N#Cc1ccc(-c2ccccc2)nc1SCC(=O)Nc1cccc(Cl)c1`?
12-LOX inh: 0%

What do the screens show for `COc1ccccc1CNC(=O)N1CCN(Cc2ccc(Br)s2)CC1`?
12-LOX inh: -13%

What do the screens show for `CCCNC(=O)C(=O)NC1CCC(C(C)(C)CC)CC1` (stereo not given)?
12-LOX inh: 16%

How did CC(C)(C)c1ccccc1NC(=O)c1ccc(F)cc1F do in these assays?
12-LOX inh: 16%

How did COc1cc(/C=C/C(=O)c2cccc([N+](=O)[O-])c2)cc(OC)c1 do in these assays?
12-LOX inh: 4%

How did Cc1noc(C)c1[S+](=O)([O-])N1CCC2(C1)OC(=O)Nc1ccccc12 (stereo not given) do in these assays?
12-LOX inh: 33%

How did Cc1ccccc1NC(=O)CN1C(=O)NC(c2ccccc2Cl)C2=C1COC2=O (stereo not given) do in these assays?
12-LOX inh: 24%

What do the screens show for `NCc1ccc(Oc2ccc(F)c(Cl)c2)cc1`?
12-LOX inh: 11%[12.5 µM]

Results for O=C(C1CCC1)N1CC2CC(C1)[C@H]1CCCC(=O)N1C2 (stereo not given in full) ?
12-LOX inh: 24%

What do the screens show for `CC1(C(=O)NS(=O)(=O)c2cccs2)CCN1C(=O)CC(c1ccccc1)c1ccccc1` (stereo not given)?
12-LOX inh: inconclusive

How did O=C(NCCCn1cccn1)C1CN(S(=O)(=O)c2cccs2)CC12CCCCC2 (stereo not given) do in these assays?
12-LOX inh: 35%[activator]

Results for COc1cccc(C(=O)NC2CCCN(c3nc4ncccc4o3)C2)c1 (stereo not given) ?
12-LOX inh: 21%

Results for CC(=O)Nc1ccc(-c2csc(NC3CCCC3)n2)c(F)c1 ?
12-LOX inh: inconclusive

How did CN1CC(=O)N(C2CCNCC2)Cc2c(NCCOc3ccccc3)ncnc21 do in these assays?
12-LOX inh: -24%[6.33 µM]

Results for COC(=O)c1cc2n(n1)CCN(C(=O)c1cc(-c3ccccc3O)n[nH]1)C2 ?
12-LOX inh: 74%[activator]

How did CC(SCCCn1c(=O)c2c(ncn2C)n(C)c1=O)c1ccccc1Cl (stereo not given) do in these assays?
12-LOX inh: 13%

What do the screens show for `CCC(C)NC(=O)C1CCN(C(=O)c2nnn3c2COC(c2ccc(C)cc2)C3)CC1` (stereo not given)?
12-LOX inh: 29%

Results for CC(C)OC(=O)C(C)Oc1ccc2c(=O)c(Oc3ccccc3Br)coc2c1 (stereo not given) ?
12-LOX inh: -23%

How did COc1ccccc1OCc1nc2c(n1Cc1ccccc1)C(=O)N(CC1CC1)CCN2 do in these assays?
12-LOX inh: 8%[176 µM]

Results for COc1cc(OC)c(NC(=O)c2nc3ccccc3nc2N2CCCCC2)cc1Cl ?
12-LOX inh: 0%

What do the screens show for `C=CCN=C1NC(CCc2ccccc2)C(C(=O)OC)=C(C)N1C` (stereo not given)?
12-LOX inh: inconclusive

Results for NC(=O)c1ccsc1NC(=O)COC(=O)c1ccc(Cl)cc1F ?
12-LOX inh: -4%

Results for Cc1ccc(Cn2nnc3c2-c2cc(F)ccc2S(=O)(=O)N(C(C)(C)C)C3)cc1 ?
12-LOX inh: 30%

How did O=C(c1cccnc1)N1CCC(Oc2cccnc2)C1 (stereo not given) do in these assays?
12-LOX inh: 0%

What do the screens show for `COc1ccc(NC(=O)CSC2=Nc3ccccc3C3=NC(C(C)C)C(=O)N23)cc1OC` (stereo not given)?
12-LOX inh: 32%

What do the screens show for `O=C(c1cn(C2CCCCC2)nn1)N1CCCC(C(=O)N2CCOCC2)C1` (stereo not given)?
12-LOX inh: 2%

Results for O=C(c1cccc(Cl)c1)N1CCC(n2cc(-c3nc(-c4ccccc4)no3)nn2)CC1 ?
12-LOX inh: 15%

Results for Cc1cccc(-c2cc(C3CCN(C(=O)Nc4ccccc4Cl)CC3)[nH]n2)c1 ?
12-LOX inh: 10%

What do the screens show for `COC(=O)c1ccc(NC2=C(C(N)=O)S(=O)(=O)c3ccccc32)cc1`?
12-LOX inh: -24%

What do the screens show for `C=CCNC(=O)NC(=O)Cn1cnc2c1c(=O)n(C)c(=O)n2C`?
12-LOX inh: -4%

How did CCc1cc(CC)n(-c2nc3c(c(=O)n(CC)c(=O)n3C)n2Cc2ccc(OC)cc2)n1 do in these assays?
12-LOX inh: -32%

What do the screens show for `COc1cc(OC)c(C2=CCN(C(=O)COc3cc(Cl)ccc3Cl)CC2)c(OC)c1`?
12-LOX inh: 2%

How did CC(=O)OC1C2COC(O2)C(OC(C)=O)C1OC(C)=O (stereo not given) do in these assays?
12-LOX inh: -25%

What do the screens show for `CNC(=O)COc1cccc(N)c1`?
12-LOX inh: 20%

Results for COc1ccc(C(=O)N2CCC3(CC2)N(C)C(=O)CS3(=O)=O)cc1F ?
12-LOX inh: 10%

How did CN(CC(O)CO)c1ccc(C(=O)N2CCC(Oc3cccnc3)CC2)cn1 (stereo not given) do in these assays?
12-LOX inh: 38%[activator]

How did Cc1nc(CN2CCC3(CC2)CC(c2ccccc2)C(=O)N(C2CC2)C3)no1 (stereo not given) do in these assays?
12-LOX inh: 50%

How did CCC1CCC(C(=O)Nc2ccc(Br)cc2)CC1 (stereo not given) do in these assays?
12-LOX inh: -19%

What do the screens show for `COc1ccc(-c2noc(CC3CCN(C(=O)Cc4ccccc4Cl)CC3)n2)cc1`?
12-LOX inh: 9%

How did CCOC(=O)C(NC(=O)CC)(Nc1ccccc1F)C(F)(F)F (stereo not given) do in these assays?
12-LOX inh: -8%

How did COc1cccc(C(=O)Nc2cc3nn(-c4ccccc4)nc3cc2Cl)c1 do in these assays?
12-LOX inh: -28%

What do the screens show for `COCCNC(=O)[C@@H]1C[C@@H](O)CN1C1CCN(C(=O)CCn2nc(C)cc2C)CC1`?
12-LOX inh: 15%

What do the screens show for `Cc1cc(C)c2oc(C(=O)Nc3onc4c3CC(C)CC4)cc(=O)c2c1` (stereo not given)?
12-LOX inh: 3%

Results for C=CCNC(=O)N[C@H]1C[C@@H](C(=O)N[C@H](Cc2c[nH]c3ccccc23)C(N)=O)N(C(=O)C2CC2)C1 ?
12-LOX inh: -4%

How did O=C(N/N=C/c1c2ccccc2cc2ccccc12)C1CC1 do in these assays?
12-LOX inh: 2%

Results for CCCNc1nc2ccccc2nc1C(=O)Nc1ccc(C)cc1 ?
12-LOX inh: -30%

Results for O=C1C(Nc2ccccc2)=CC(c2ccc3c(c2)OCO3)N1c1ccccc1 (stereo not given) ?
12-LOX inh: inconclusive

How did COc1cc([N+](=O)[O-])cc2cc(C(=O)N3CCN(C45CC6CC(CC(C6)C4)C5)CC3)c(=O)oc12 do in these assays?
12-LOX inh: inconclusive

Results for Cc1ccc(C(=O)N2CCC3(CC2)CC(N2CCN(c4ccccc4)CC2)CCO3)cn1 (stereo not given) ?
12-LOX inh: 4%

Results for Clc1ccc2c(NN=C3CCCC3)ccnc2c1 ?
12-LOX inh: 7.9µM*

How did CCN1CCN(Cc2nc3c(c(=O)n(C)c(=O)n3C)n2Cc2ccc(Cl)cc2)CC1 do in these assays?
12-LOX inh: 19%

Results for Cc1oc(-c2ccc(Cl)cc2)nc1CSc1nc2c(c(=O)[nH]1)CCC2 ?
12-LOX inh: 23%

What do the screens show for `O=C(OCc1cccnc1)c1nn(Cc2ccccc2)c(=O)c2ccccc12`?
12-LOX inh: -10%

What do the screens show for `CCCCc1cc(C[C@@H]2C[C@H](NC(=O)C3CC3)C2(C)C)no1`?
12-LOX inh: 8%[176 µM]

Gathered by group, those above with bromine (3)
What do the screens show for `COc1ccccc1CNC(=O)N1CCN(Cc2ccc(Br)s2)CC1`?
12-LOX inh: -13%

Results for CC(C)OC(=O)C(C)Oc1ccc2c(=O)c(Oc3ccccc3Br)coc2c1 (stereo not given) ?
12-LOX inh: -23%

How did CCC1CCC(C(=O)Nc2ccc(Br)cc2)CC1 (stereo not given) do in these assays?
12-LOX inh: -19%

(list continues)
How did Cc1nc2ccccc2c(C)c1CC(=O)NCC1CC1 do in these assays?
12-LOX inh: 0%

How did O=Cc1c(Cl)[nH]c2ccccc12 do in these assays?
12-LOX inh: 30%[activator]

What do the screens show for `COCCNC(=O)C1COC2(CCN(C(=O)c3ccc(OC)cc3)CC2)N1C(=O)c1cccc(C)c1` (stereo not given)?
12-LOX inh: 0%

What do the screens show for `Cc1c(C(=O)Nc2cccc(S(=O)(=O)N3CCCC3)c2)oc2c(F)cccc12`?
12-LOX inh: 1%

Results for CCCCOc1ccc(NC(=O)COc2ccc(CC)cc2)c2cccnc12 ?
12-LOX inh: -2%

Results for O=C(NCC1CC1)c1nc2c(o1)CCN(CCCc1ccccc1)CC2 ?
12-LOX inh: -4%[176 µM]

How did O=[S+]1([O-])NC2(CCN(CC3CC3)CC2)COc2ccccc21 do in these assays?
12-LOX inh: 2%[6.33 µM]

Results for COc1ccccc1NC(=O)COC(=O)c1cc(=O)c2ccccc2o1 ?
12-LOX inh: 7%

Results for COc1cccc(-c2cc3c(=O)n(CCNC(=O)c4cc(C)cc(C)c4)ccn3n2)c1 ?
12-LOX inh: 17%

What do the screens show for `CN1CCN(C(=O)Cn2c(=O)c3c(ncn3Cc3ccccc3)n(Cc3ccccc3)c2=O)CC1`?
12-LOX inh: -14%

What do the screens show for `Cc1nc2ccccc2nc1SCC(=O)NC(C)c1ccccc1` (stereo not given)?
12-LOX inh: -12%

What do the screens show for `COCCN1CCC(N2CCN(S(=O)(=O)c3cccc(Cl)c3)CC2)C1=O` (stereo not given)?
12-LOX inh: 46%[activator]

What do the screens show for `O=C1CC2CCCC(C1)N2C(=O)c1cc(F)ccc1Br`?
12-LOX inh: 28%[176 µM]

How did Cc1cccc(C)c1NC(=O)C(c1cccc2ccccc12)n1c(=O)c(-c2cc3ccccc3[nH]2)nc2ccccc21 (stereo not given) do in these assays?
12-LOX inh: -13%

Results for CCN(CC)CC(=O)N1CCCC(N2CCN(c3ccc(F)cc3)CC2)C1 (stereo not given) ?
12-LOX inh: 20%

What do the screens show for `Cc1cnc(C)c(-c2cc(O)c3c(c2)CN(C(=O)C2CCNC2)CCO3)n1` (stereo not given)?
12-LOX inh: inconclusive

How did O=C(CCN1CCCCO1)N1CCCC(N2CCN(c3ccccc3)CC2)C1 (stereo not given) do in these assays?
12-LOX inh: 3%

Results for CCCCc1cnc2c(c1SCC(=O)Nc1ccccc1C(=O)OCC)c(=O)n(C)c(=O)n2C ?
12-LOX inh: -1%

How did Cc1ccc(-n2nnnc2SCc2nc3ccccc3o2)c(C)c1 do in these assays?
12-LOX inh: -5%

How did O=C1NCc2ccccc2CC12CCN(Cc1ccc(F)cc1F)CC2 do in these assays?
12-LOX inh: 2%[6.33 µM]

Among those listed so far, 2 contain a tert-butyl group.
How did CC(C)(C)c1ccccc1NC(=O)c1ccc(F)cc1F do in these assays?
12-LOX inh: 16%

Results for Cc1ccc(Cn2nnc3c2-c2cc(F)ccc2S(=O)(=O)N(C(C)(C)C)C3)cc1 ?
12-LOX inh: 30%

Carrying on.
What do the screens show for `COc1ccc(NC(=O)c2nc3ccccc3nc2N2CCOCC2)cc1Cl`?
12-LOX inh: 10%

What do the screens show for `COc1ccc(C(=O)N2CCC(Cc3nc(-c4ccccc4)no3)CC2)cc1F`?
12-LOX inh: 8%

How did COc1ccc(/C=C(\C#N)C(=O)Nc2ccccc2C(=O)O)cc1OC(=O)c1ccccc1Cl do in these assays?
12-LOX inh: 40µM*

Results for O=C(CSc1ncnc2sccc12)c1ccc2c(c1)OCCCO2 ?
12-LOX inh: 11%

What do the screens show for `CC1CCCN1c1ncnc2c1CN(c1ccccc1F)C(=O)CN2C` (stereo not given)?
12-LOX inh: 62%[activator]

Results for CN(Cc1ccco1)c1nc(-c2cccnc2)nc2ccccc12 ?
12-LOX inh: -11%

How did COC(=O)c1[nH]c2ccccc2c1NC(=O)CN1CCC2(CC1)OCCO2 do in these assays?
12-LOX inh: -6%

How did COc1cccc(/C=C/c2nc3cc(Cl)ccc3o2)c1 do in these assays?
12-LOX inh: 12%

Results for O=C(Nc1cccc(-c2ccc(N3CCCC3)nn2)c1)Nc1cc(F)ccc1F ?
12-LOX inh: -13%

How did CN(C)c1cccc(C(=O)N2CCN(C(=O)c3nnn4c3COC(c3ccc(Cl)cc3)C4)CC2)c1 (stereo not given) do in these assays?
12-LOX inh: 42%[activator]

How did CNC(=O)[C@@H]1C[C@@H](O)CN1C1CCN(C(=O)CCCc2ccccc2)CC1 do in these assays?
12-LOX inh: 27%

How did COc1ccccc1-c1nnc2n1C(C(=O)N(C)C)CC2 (stereo not given) do in these assays?
12-LOX inh: inconclusive

How did O[C@@H]1C[C@@H](c2nc(-c3ccccc3)no2)N(Cc2ncc[nH]2)C1 do in these assays?
12-LOX inh: 65%[activator][176 µM]

What do the screens show for `CCOC(=O)c1ccc(NC(=O)c2cc[n+]([O-])cc2)cc1`?
12-LOX inh: 9%

Compound activity as filed in PubChem BioAssay.

The list is partial, so the mix of outcomes need not match the whole.
